NS3 helicase inh = blocks Hepatitis C virus NS3 helicase unwinding. inhibition, % at 10.9 µM. hit rate 0.56% among 290,000. NS3 helicase DNA unwinding, Cy5 molecular beacon fluorescence. AID 1800;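 active means inhibition above the mean of all tested compounds plus 3 SD, set per campaign, cut at about 35% in these data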;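 further: 0% = DMSO wells and 100% = thioflavine S control wells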
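Compound dosing – single dose, 10.9 µM nominal final, DMSO 0.8% final · System – NS3 helicase fragment of HCV · Buffer or medium – MOPS pH 6.5, MgCl2, DTT, Tween20, BSA · Signal – Cy5 beacon fluorescence read at start and 1 h · Also added – annealed dual-labelled DNA beacon duplex, ATP-started · Schedule – 1 h at 25 °C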
p-CIP stab down = p/CIP protein destabilization | AID 1984 | F442A p/CIP-EGFP cells, EGFP fluorescence, 16 h | hit rate 0.01% among 290,000 | Q05BA5 | decrease of EGFP signal, % at 10 µM;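 active means EGFP signal decrease of at least 30% at 10 µM or well 3 SD below plate mean, unless failing retest; inactive means the rest, including hits failing retest or dose response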; further: some compounds called inactive have numbers as strong as hits; many of its hits are not listed in these tables
FID counter = fluorescent intercalator displacement, NS3 helicase counter-screen | DNA fluorescent intercalator displacement, fluorescence | inhibition, % at 7.9 µM | hit rate 0.17% among 290,000 | AID 1845; in the data active means inhibition above about 37%;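 further: 0% = vehicle and 100% = reference compound; higher means more ethidium bromide displaced from hairpin DNA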
SUMO HTRF inh = inhibitors of human SUMOylation (UBC9); AID 2006; P63279; inhibition, % at 35 µM; hit rate 0.36% among 290,000; HTRF SUMOylation assay, SAE1/SAE2 + UBC9, in vitro; in the data active means inhibition above about 50%, passing the limit was not always enough; inconclusive means no clear call, values can overlap the other calls; further: strong numbers were not always called active
IDE cell inh = inhibitors of human insulin-degrading enzyme in cells. P14735. HEK cells, FAbetaB cleavage, fluorescence polarization. inhibition, % at 5.59 µM. hit rate 0.41% among 320,000. AID 434962;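 active means percent inhibition above the average of all tested compounds plus 3 SD, set per screening campaign, cut at about 16% in these data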;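 further: IDE supplied by intact live HEK cells; FP after avidin binding of uncleaved biotin substrate so inhibition keeps polarization high; 0% = DMSO wells and 100% = 60 µM reference IDE inhibitor Ii1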
Target sequence (P14735 whole entry, looked up): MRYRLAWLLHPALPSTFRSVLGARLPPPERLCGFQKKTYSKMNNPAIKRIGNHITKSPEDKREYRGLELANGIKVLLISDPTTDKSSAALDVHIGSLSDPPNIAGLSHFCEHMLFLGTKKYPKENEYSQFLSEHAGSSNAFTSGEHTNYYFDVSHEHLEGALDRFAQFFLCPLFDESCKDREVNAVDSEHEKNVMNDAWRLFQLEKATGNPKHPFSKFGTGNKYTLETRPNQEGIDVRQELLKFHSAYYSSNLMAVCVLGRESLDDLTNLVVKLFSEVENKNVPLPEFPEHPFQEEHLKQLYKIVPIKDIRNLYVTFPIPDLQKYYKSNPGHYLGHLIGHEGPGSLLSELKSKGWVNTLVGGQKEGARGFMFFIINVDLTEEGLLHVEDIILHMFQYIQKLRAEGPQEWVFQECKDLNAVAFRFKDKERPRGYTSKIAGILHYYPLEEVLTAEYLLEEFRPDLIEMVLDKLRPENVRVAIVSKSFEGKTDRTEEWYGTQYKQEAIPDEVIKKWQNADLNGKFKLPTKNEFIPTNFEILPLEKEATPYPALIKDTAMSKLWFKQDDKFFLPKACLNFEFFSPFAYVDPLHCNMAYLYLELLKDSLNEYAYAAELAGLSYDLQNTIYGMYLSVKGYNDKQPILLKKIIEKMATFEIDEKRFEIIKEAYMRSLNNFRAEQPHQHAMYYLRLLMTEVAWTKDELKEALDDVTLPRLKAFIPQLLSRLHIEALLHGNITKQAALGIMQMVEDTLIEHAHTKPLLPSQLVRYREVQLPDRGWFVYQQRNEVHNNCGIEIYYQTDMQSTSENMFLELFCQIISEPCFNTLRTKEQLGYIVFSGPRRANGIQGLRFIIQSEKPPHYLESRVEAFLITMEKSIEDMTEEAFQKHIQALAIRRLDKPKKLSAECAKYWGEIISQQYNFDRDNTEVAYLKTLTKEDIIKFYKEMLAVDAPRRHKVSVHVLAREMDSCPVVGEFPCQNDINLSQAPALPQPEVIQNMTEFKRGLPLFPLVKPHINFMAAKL
IDE cell activ = IDE (human) activation, cell-based; hit rate 0.073% among 340,000; P14735; AID 493087; HEK cells, FAbeta-B cleavage, fluorescence polarization; 0% vehicle, 100% cell-free pure enzyme wells; activation, % at 5.96 µM;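 active means activation above the mean of all tested compounds plus 3 SD, set per screening campaign, cut at about 17% in these data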
IMP-1 inhibitor = inhibitors of Pseudomonas aeruginosa IMP-1 metallo-beta-lactamase. purified IMP-1, nitrocefin hydrolysis, epi-absorbance fluorescence. inhibition, % at 5.6 µM. hit rate 0.45% among 290,000. AID 1556;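 active means inhibition above the mean plus 3 SD of all compounds in the same screening run, cut at about 4.5% in these data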;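 further: 0% = IMP-1 with DMSO and 100% = DMSO wells lacking enzyme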
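System: purified recombinant IMP-1 beta-lactamase. Medium: Zinc- and detergent-supplemented HEPES buffer, pH 7.1. Compound: one 5.6 µM dose […]. Schedule: 15 min preincubation plus 25 min reaction at 25 °C. Technique: Epi-absorbance fluorescence, 480 nm excitation, 530 nm emission.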
PfM18AAP inh = blocks P. falciparum M18 aspartyl aminopeptidase; hit rate 1.2% among 290,000; recombinant PfM18AAP, H-Glu-NHMec fluorogenic cleavage; AID 1822; inhibition, % at 7.35 µM;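 active means inhibition above the campaign mean inhibition over all tested compounds plus 3 SD, cut at about 28% in these data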;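 further: 0% = plate median of test compound wells and 100% = 2 mM ZnCl2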
VIM-2 inh = blocks Pseudomonas aeruginosa VIM-2 metallo-beta-lactamase | hit rate 0.89% among 290,000 | purified VIM-2, nitrocefin hydrolysis, epi-absorbance fluorescence | inhibition, % at 5.6 µM;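 active means inhibition above the mean of all tested compounds plus 3 SD, cutoff set per screening run, cut at about 7.5% in these data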;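 further: red hydrolysis product quenches plate fluorescence so inhibitors raise well fluorescence; 0% = enzyme with DMSO and 100% = DMSO without enzyme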
An asterisk follows results filed as active.

Screening COc1ccc(C(=O)N2CCN(Cc3ccccc3)CC2)cc1[N+](=O)[O-] returned NS3 helicase inh -2, p-CIP stab down -1, FID counter -10, SUMO HTRF inh -4, IDE cell inh 3, IDE cell activ 0, IMP-1 inhibitor -2.8, PfM18AAP inh 1 and VIM-2 inh -1.3.
For COc1ccc(C(=O)OCC(=O)Nc2cccc(C(C)=O)c2)c(OC)c1OC the results were NS3 helicase inh -6, p-CIP stab down -29, FID counter -22, SUMO HTRF inh 9, IDE cell inh 4, IDE cell activ 5, IMP-1 inhibitor -1.5, PfM18AAP inh -14 and VIM-2 inh -0.6.
For Cc1cc(-c2ccc3ccccc3c2)n2ncnc2n1 the results were NS3 helicase inh 4, p-CIP stab down -4, FID counter -14, SUMO HTRF inh inconclusive, IDE cell inh 7, IDE cell activ 4, IMP-1 inhibitor -3.1, PfM18AAP inh 2 and VIM-2 inh 1.5.
`CCOc1ccccc1C(=O)NN1CCOCC1` gave NS3 helicase inh 14, p-CIP stab down -1, FID counter -14, SUMO HTRF inh 10, IDE cell inh 7, IDE cell activ 5, IMP-1 inhibitor -2.0, PfM18AAP inh 10 and VIM-2 inh -4.0.
`COc1ccccc1NC(=O)C1CCCN(c2cnccn2)C1` (configuration not stated) gave NS3 helicase inh 2, p-CIP stab down 2, FID counter -9, SUMO HTRF inh 11, IDE cell inh 1, IDE cell activ 0, IMP-1 inhibitor 0.5, PfM18AAP inh -1 and VIM-2 inh -1.3.
`O=C(NNc1nc(-c2ccc(F)cc2)cs1)c1ccccc1` gave NS3 helicase inh 4, p-CIP stab down 5, FID counter -3, SUMO HTRF inh 2, IDE cell inh 11, IDE cell activ -9, IMP-1 inhibitor -4.4, PfM18AAP inh 18 and VIM-2 inh -7.0.
Screening CC(=NCCCn1ccnc1)C1=C(O)c2ccccc2C1=O returned NS3 helicase inh -5, p-CIP stab down 5, FID counter 1, SUMO HTRF inh 23, IDE cell inh 2, IDE cell activ -1, IMP-1 inhibitor -4.5, PfM18AAP inh 1 and VIM-2 inh 12*.
Screening O=C(O)CC/C(=C\c1cc([N+](=O)[O-])ccc1Cl)c1nc2ccccc2s1 returned NS3 helicase inh 26, p-CIP stab down 0, FID counter -29, SUMO HTRF inh 9, IDE cell inh -2, IDE cell activ 6, IMP-1 inhibitor 0.9, PfM18AAP inh 22 and VIM-2 inh 21*.
`COC(=O)c1ccc(NC(=O)CSc2nn3c(=O)c(C)nnc3s2)cc1` gave NS3 helicase inh 2, p-CIP stab down -22, FID counter -5, SUMO HTRF inh 14, IDE cell inh 1, IDE cell activ 1, IMP-1 inhibitor -1.3, PfM18AAP inh -12 and VIM-2 inh -1.7.
`O=C(Nc1ccc(/C=C/c2nc3ccccc3o2)cc1)c1c(F)cccc1F` gave NS3 helicase inh -17, p-CIP stab down 3, FID counter -10, SUMO HTRF inh -12, IDE cell inh 4, IDE cell activ 8, IMP-1 inhibitor -2.2, PfM18AAP inh -4 and VIM-2 inh 0.0.

Pulled by structure from above (two):
For COc1ccc(C(=O)OCC(=O)Nc2cccc(C(C)=O)c2)c(OC)c1OC the results were NS3 helicase inh -6, p-CIP stab down -29, FID counter -22, SUMO HTRF inh 9, IDE cell inh 4, IDE cell activ 5, IMP-1 inhibitor -1.5, PfM18AAP inh -14 and VIM-2 inh -0.6.
`COC(=O)c1ccc(NC(=O)CSc2nn3c(=O)c(C)nnc3s2)cc1` gave NS3 helicase inh 2, p-CIP stab down -22, FID counter -5, SUMO HTRF inh 14, IDE cell inh 1, IDE cell activ 1, IMP-1 inhibitor -1.3, PfM18AAP inh -12 and VIM-2 inh -1.7.

Carrying on:
For CC1(C)C(=O)OC(c2cc(Br)ccc2O)C(C)(C)C1=O (configuration not stated) the results were NS3 helicase inh 1, p-CIP stab down -5, FID counter -1, SUMO HTRF inh -2, IDE cell inh 1, IDE cell activ 4, IMP-1 inhibitor -4.4, PfM18AAP inh 4 and VIM-2 inh -2.2.
Screening CC(=O)Nc1ccc(N(C(=O)c2ccco2)C(C(=O)NC2CCCCC2)c2ccccc2)cc1 (configuration not stated) returned NS3 helicase inh 2, p-CIP stab down -6, FID counter -41, SUMO HTRF inh 11, IDE cell inh 7, IDE cell activ -7, IMP-1 inhibitor -3.9, PfM18AAP inh 2 and VIM-2 inh -5.1.
For Cc1ccccc1-c1noc(-c2ccccc2C(=O)O)n1 the results were NS3 helicase inh -6, p-CIP stab down -4, FID counter -2, SUMO HTRF inh 5, IDE cell inh 1, IDE cell activ 1, IMP-1 inhibitor -2.8, PfM18AAP inh 1 and VIM-2 inh -1.9.
`S=c1[nH]c2cc3c(cc2[nH]1)OCCO3` gave NS3 helicase inh 6, p-CIP stab down 7, FID counter -4, SUMO HTRF inh 3, IDE cell inh 4, IDE cell activ 3, IMP-1 inhibitor -4.7, PfM18AAP inh -1 and VIM-2 inh -1.7.
`Cc1ccc(CN2CCC(CNC(=O)c3ccc(NC(=O)C4=CSCCO4)cc3)CC2)cc1` gave NS3 helicase inh -9, p-CIP stab down 0, FID counter 10, SUMO HTRF inh -2, IDE cell inh -3, IDE cell activ 0, IMP-1 inhibitor -0.7, PfM18AAP inh -1 and VIM-2 inh -1.5.
`CC(=O)c1cccc(Nc2cc(C)nc3ccc(C)cc23)c1` gave NS3 helicase inh -12, p-CIP stab down -8, FID counter 9, SUMO HTRF inh -1, IDE cell inh 2, IDE cell activ -2, IMP-1 inhibitor -4.8, PfM18AAP inh 1 and VIM-2 inh 9.8*.
`COc1ccc(NC(=O)CSCCc2ccccn2)cc1OC` gave NS3 helicase inh -4, p-CIP stab down 10, FID counter -6, SUMO HTRF inh 11, IDE cell inh -2, IDE cell activ 3, IMP-1 inhibitor 0.5, PfM18AAP inh -2 and VIM-2 inh 0.5.
For Cc1ccc(C)c(S(=O)(=O)C(C#N)c2nc3ccccc3nc2N2CCOCC2)c1 (configuration not stated) the results were NS3 helicase inh 11, p-CIP stab down -5, FID counter -16, SUMO HTRF inh 60, IDE cell inh 0, IDE cell activ 3, IMP-1 inhibitor -0.9, PfM18AAP inh -6 and VIM-2 inh -5.5.
For O=c1c2ccccc2[nH]c(=S)n1Cc1ccccc1 the results were NS3 helicase inh -13, p-CIP stab down -1, FID counter -2, SUMO HTRF inh 5, IDE cell inh 1, IDE cell activ 6, IMP-1 inhibitor -3.2, PfM18AAP inh 4 and VIM-2 inh -2.4.
For Cc1ccc(NC(=O)CCCCCNS(=O)(=O)c2ccc(C)cc2)cc1 the results were NS3 helicase inh -4, p-CIP stab down 2, FID counter -28, SUMO HTRF inh -5, IDE cell inh -2, IDE cell activ -1, IMP-1 inhibitor -0.3, PfM18AAP inh -3 and VIM-2 inh -1.8.
CCOc1ccc(C(=O)Nc2c(C(=O)N3CCC(N4CCCCC4)CC3)oc3ccccc23)cc1 was read as NS3 helicase inh -17, p-CIP stab down 0, FID counter 12, SUMO HTRF inh 0, IDE cell inh 2, IDE cell activ 7, IMP-1 inhibitor -4.9, PfM18AAP inh 6 and VIM-2 inh 1.0.
CC(=O)Nc1cccc(C(=O)/C=C/c2ccc(Br)cc2)c1 was read as NS3 helicase inh -17, p-CIP stab down -4, FID counter -10, SUMO HTRF inh -5, IDE cell inh 6, IDE cell activ 4, IMP-1 inhibitor -1.2, PfM18AAP inh 11 and VIM-2 inh -1.9.
CCOC(=O)C1=C(C)C(c2ccccc2OC)NC(=O)N1 (configuration not stated) was read as NS3 helicase inh 8, p-CIP stab down -15, FID counter 7, SUMO HTRF inh 2, IDE cell inh -1, IDE cell activ -4, IMP-1 inhibitor -0.6, PfM18AAP inh -10 and VIM-2 inh -1.9.
Screening CC(=O)c1cccc(NC(=O)c2cc(C)nn2-c2ccccc2)c1 returned NS3 helicase inh -6, p-CIP stab down 11, FID counter -7, SUMO HTRF inh -13, IDE cell inh 0, IDE cell activ -4, IMP-1 inhibitor -1.2, PfM18AAP inh -5 and VIM-2 inh -1.5.
`Cc1ccc(NS(=O)(=O)c2cc(C(=O)N3CCOCC3)ccc2C)cc1C` gave NS3 helicase inh -2, p-CIP stab down -20, FID counter -17, SUMO HTRF inh 10, IDE cell inh 5, IDE cell activ -2, IMP-1 inhibitor -3.3, PfM18AAP inh -12 and VIM-2 inh -2.7.
`Cc1ccc2c(c1)N(CC(=O)NC1CCCC1)C(=O)CO2` gave NS3 helicase inh 4, p-CIP stab down -3, FID counter -1, SUMO HTRF inh -3, IDE cell inh 0, IDE cell activ 2, IMP-1 inhibitor -0.5, PfM18AAP inh -3 and VIM-2 inh -3.1.
For Cc1cc(NC(=O)CSc2ccc3nnc(-c4cccs4)n3n2)no1 the results were NS3 helicase inh 1, p-CIP stab down 24, FID counter -2, SUMO HTRF inh 15, IDE cell inh 3, IDE cell activ -4, IMP-1 inhibitor -6.5, PfM18AAP inh 4 and VIM-2 inh 0.7.
`N/C(COc1cccc(Cl)c1)=N\NS(=O)(=O)c1ccccc1` gave NS3 helicase inh 1, p-CIP stab down 1, FID counter -6, SUMO HTRF inh 1, IDE cell inh -6, IDE cell activ 2, IMP-1 inhibitor -2.7, PfM18AAP inh 15 and VIM-2 inh -3.1.
`COc1ccc(CN(Cc2ccccn2)C(=O)CN2C(=O)COc3ccccc32)cc1` gave NS3 helicase inh 4, p-CIP stab down -9, FID counter -19, SUMO HTRF inh 1, IDE cell inh 2, IDE cell activ 3, IMP-1 inhibitor -1.6, PfM18AAP inh -8 and VIM-2 inh -2.0.
For CC(C)(C)NC(=O)C(c1cccnc1)N(C(=O)c1ccc(Cl)nc1)C1CCCC1 (configuration not stated) the results were NS3 helicase inh 6, p-CIP stab down -1, FID counter -6, SUMO HTRF inh -6, IDE cell inh -6, IDE cell activ 4, IMP-1 inhibitor -3.3, PfM18AAP inh -7 and VIM-2 inh -4.2.
For CCOc1cc(C2C3=C(CC(C)(C)CC3=O)OC3=C2C(=O)CC(C)(C)C3)cc([N+](=O)[O-])c1O the results were NS3 helicase inh 18, p-CIP stab down -12, FID counter -11, SUMO HTRF inh 1, IDE cell inh -4, IDE cell activ 6, IMP-1 inhibitor -1.1, PfM18AAP inh -3 and VIM-2 inh -2.7.
COc1ccc(CCNC(=O)COC(=O)/C=C/c2ccc(OCC#N)c(OC)c2)cc1 was read as NS3 helicase inh -3, p-CIP stab down 2, FID counter -2, SUMO HTRF inh 12, IDE cell inh 8, IDE cell activ 1, IMP-1 inhibitor -3.0, PfM18AAP inh 0 and VIM-2 inh -1.4.
`CC1(C)CC(NC(=O)c2cccc(Cl)c2)CC(C)(C)N1` gave NS3 helicase inh -1, p-CIP stab down 1, FID counter 3, SUMO HTRF inh -1, IDE cell inh -6, IDE cell activ 5, IMP-1 inhibitor -2.8, PfM18AAP inh -2 and VIM-2 inh -2.1.
Screening CC(Sc1nc(N2CCOCC2)c2c(c1C#N)CC(C)(C)OC2)C(=O)O (configuration not stated) returned NS3 helicase inh 5, p-CIP stab down -2, FID counter -21, SUMO HTRF inh 10, IDE cell inh 3, IDE cell activ 2, IMP-1 inhibitor -2.9, PfM18AAP inh 6 and VIM-2 inh -1.1.

Hits appear at their usual frequency (roughly 3.6% active in at least one column).
